MITF TRPM1 inh: inhibitors of MITF-driven TRPM1 promoter in melanoma cells; SK-MEL-5 TRPM1 promoter luciferase, 24 h; inhibition, % at 12.5 µM; actives 0.83% (n = 330,000);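 active means mean inhibition across replicates of 60% or more, whatever share of single replicates reaches that level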; further: values of inactives mirror those of a sister screen read the other way
Peg3 promoter: reduces Peg3 promoter-driven luciferase expression in HeLa; actives 1.7% (n = 360,000); HeLa PEG-Prom luciferase reporter, luminescence, overnight; inhibition, % at 20 µM;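 active means inhibition of at least 50% at 20 µM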
aDG glyco up: alpha-DG glycosylation activation; Pro5-aDG cells, alpha-DG glycosylation AlphaScreen (IIH6); 0% Pro5, 100% B10-LARGE cell signal; activation, % at 10 µM; actives 0.22% (n = 360,000); AID 624168;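 active means activation of at least 8% versus controls, or a plate z-score of at least 8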;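 further: Pro5 are CHO cells carrying HIG-tagged alpha-DG that lacks glycosylation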
Shn3 3UTR inh: Schnurri-3 reporter inhibition in Clone20 osteoblasts; Clone20 osteoblast Shn3 3'UTR firefly luciferase, 24 h; inhibition, % at 12.5 µM; actives 0.52% (n = 360,000);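 active means mean inhibition of at least 75% with every replicate also reaching 75%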;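 further: 0% = median of neutral control wells and 100% = pilot-screen positive control compound; some compounds past the cut are filed as inactive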
NR2E3 ag-1: agonists of human NR2E3 nuclear receptor; actives 0.35% (n = 360,000); AID 602229; Q9Y5X4; CHO-S Gal4-NCOR/VP16-NR2E3 two-hybrid, luciferase; inhibition of corepressor binding, % at 3.98 µM;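 active means inhibition above the mean of all tested compounds plus 3 SD, cut at about 70% in these data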;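 further: 0% = DMSO with NR2E3 transfected cells and 100% = cells lacking NR2E3 construct; higher means lower luciferase signal from less NR2E3 corepressor binding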
Target sequence (Q9Y5X4 whole entry, looked up, the tested form may be a part): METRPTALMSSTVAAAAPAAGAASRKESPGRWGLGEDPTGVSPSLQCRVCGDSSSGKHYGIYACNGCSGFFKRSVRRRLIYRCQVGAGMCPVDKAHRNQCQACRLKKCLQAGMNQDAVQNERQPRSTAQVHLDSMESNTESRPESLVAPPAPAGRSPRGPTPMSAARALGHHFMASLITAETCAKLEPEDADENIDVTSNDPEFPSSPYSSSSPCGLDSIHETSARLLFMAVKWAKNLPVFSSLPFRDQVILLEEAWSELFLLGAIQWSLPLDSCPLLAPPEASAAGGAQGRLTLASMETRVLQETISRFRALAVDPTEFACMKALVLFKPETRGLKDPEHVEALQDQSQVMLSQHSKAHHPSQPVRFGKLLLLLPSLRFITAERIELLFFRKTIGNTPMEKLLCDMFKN
NR2E3 ag-2: activates human photoreceptor nuclear receptor NR2E3 | inhibition of corepressor binding, % at 4.78 µM | GST-NR2E3/biotin-RetCOR TR-FRET, 1536-well | Q9Y5X4 | AID 2300 | actives 0.12% (n = 320,000);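 active means percent inhibition above the cutoff of mean plus 3 SD of all tested compounds, set per screening campaign, cut at about 20% in these data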;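 further: 0% = DMSO wells and 100% = biotin wells as full block of FRET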
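Material – GST-tagged NR2E3 plus biotinylated RetCOR corepressor · Quantity – NR2E3 fusion 1.35 nM · Times – 5 h incubation at 4 °C · Medium – pH 7.5 Tris-based buffer · Technique – TR-FRET, Eu(K)-anti-GST donor, streptavidin-D2 acceptor, ex 340, em 617/671 nm · Benchmarks – high control biotin, low control 0.6% DMSO · Format – 1536-well plates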
KKLEB tox: counter-screen for CF NF-kB inhibitors: cytotoxicity; KKLEB CF airway cells viability, ATPlite luminescence, overnight; hits give low values; cells stimulated with P. aeruginosa culture filtrate; activity change (cytotoxicity), % at 5 µM; actives 0.36% (n = 360,000); AID 602141;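 active means corrected activity change at or below -50% at 5 µM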
hiPSC survival: hiPSC single-cell survival enhancement | ATPlite luminescence; 100% = ROCK inhibitor wells, 0% = DMSO | actives 0.044% (n = 360,000) | survival enhancement, % at 20 µM; in the data active means survival enhancement above about 18%;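 further: cells exposed to compounds for 16 hours before the ATP read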
HIF-2a inh: HIF-2a inhibition; 786-0 RCC cells HIF-2a reporter, luciferase luminescence, overnight; inhibition, % at 18.8 µM; actives 0.72% (n = 360,000); AID 624352;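 active means inhibition of the luminescence signal of 40% or more relative to plate controls, in a single-dose primary screen at 18.75 µM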
TWEAK Fn14 block: TWEAK-Fn14 signaling inhibition; AID 1159606; actives 2% (n = 360,000); inhibition, % at 10 µM; TWEAK-stimulated Fn14 reporter cells, luciferase luminescence, 8 h; in the data active means inhibition above about 50%
CF NFkB block: cystic fibrosis NF-kB activation inhibition. KKLEB NF-kB-GFP reporter, PAF-induced, GFP fluorescence overnight. AID 588850. actives 0.86% (n = 360,000). inhibition, % at 5 µM;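 active means at least 50% inhibition at 5 µM, scaled per plate between neutral and stimulator controls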;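 further: PAF is a Pseudomonas aeruginosa culture filtrate used as stimulus; plate controls were PAF-stimulated DMSO wells for no effect and unstimulated DMSO wells for full effect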
Active calls of the source: *; . = not tested or not shown.

1) O=C(CSc1nnc(-c2ccccc2F)o1)NC1CCCCC1
2) Cc1ccc(-c2ccc(CN3C(CC(C)C)C(=O)N(Cc4cn(CCC5OCCCO5)nn4)CCS3(=O)=O)cc2)cc1 (stereo not drawn)
3) O=C(CSc1ccc(-c2ccc(F)cc2)nn1)NCCc1ccccc1
4) O=C(Oc1ccccc1Cl)c1ccc(-n2cncn2)nc1
5) O=C(O)Cn1nc(-c2ccccc2)oc1=O
6) COc1ccccc1/C=C/CN1CCC(n2nccc2NC(=O)C2CC2)CC1
Compound	1	2	3	4	5	6
MITF TRPM1 inh	5	.	-7	5	-7	-10
Peg3 promoter	-20	39	0	1	9	5
aDG glyco up	0.1	0.1	-0.2	-0.2	-0.1	0.2
Shn3 3UTR inh	3	9	12	-3	-13	-3
NR2E3 ag-1	19	26	-27	-6	-3	-26
NR2E3 ag-2	1	.	-3	0	1	-1
KKLEB tox	-1	-16	-2	-2	-4	3
hiPSC survival	0.5	2.7	0.5	-1.7	-1.1	-0.4
HIF-2a inh	-9	18	14	12	11	12
TWEAK Fn14 block	15	28	-9	10	2	-3
CF NFkB block	-6	28	-2	-12	2	9

3 entries from above, ordered by their value in NR2E3 ag-2, low to high.
cpd | smiles | MITF TRPM1 inh | Peg3 promoter | aDG glyco up | Shn3 3UTR inh | NR2E3 ag-1 | NR2E3 ag-2 | HIF-2a inh | TWEAK Fn14 block | CF NFkB block
3 | O=C(CSc1ccc(-c2ccc(F)cc2)nn1)NCCc1ccccc1 | -7 | 0 | -0.2 | 12 | -27 | -3 | 14 | -9 | -2
6 | COc1ccccc1/C=C/CN1CCC(n2nccc2NC(=O)C2CC2)CC1 | -10 | 5 | 0.2 | -3 | -26 | -1 | 12 | -3 | 9
5 | O=C(O)Cn1nc(-c2ccccc2)oc1=O | -7 | 9 | -0.1 | -13 | -3 | 1 | 11 | 2 | 2

(next part)
7) CCOc1ccccc1N(C)C(=O)c1ccc2c(=O)n3c(nc2c1)CCCCC3
8) CC(=O)Nc1ccc(S(=O)(=O)N2CCN(CCC#N)CC2)cc1
9) Cc1cccc(CCNC(=O)CCS(=O)(=O)c2cc3c(cc2C)NC(=O)CO3)c1
10) Cc1ccc(-c2nc(C#N)c(NCc3cccc4c3OCO4)o2)cc1
11) O=C(N/N=C/c1ccncc1)c1ccc(OCc2ccccc2)cc1
12) COc1ccc(C(=O)c2c[nH]c3ccccc23)cc1
Compound	7	8	9	10	11	12
MITF TRPM1 inh	-8	-18	2	-4	6	-92
Peg3 promoter	21	10	8	-210	-2	-312
aDG glyco up	0.2	0.0	-0.3	0.0	0.0	0.6
Shn3 3UTR inh	-15	9	10	-19	-15	-77
NR2E3 ag-1	3	1	6	-78	-21	-126
NR2E3 ag-2	1	1	-1	-2	2	1
KKLEB tox	5	-14	1	7	1	-5
hiPSC survival	1.2	-0.3	2.1	-0.7	-0.6	-2.1
HIF-2a inh	13	0	24	-308	-2	-247
TWEAK Fn14 block	9	17	-20	-47	-11	3
CF NFkB block	10	20	-15	-27	10	15

13) Nc1cc(N)cc(C(=O)OCC(=O)Nc2cc(S(=O)(=O)N3CCCCC3)ccc2Cl)c1
14) COCCCNC(=O)CSc1ccc(Cl)cc1
15) COc1ccccc1C(CC(=O)N1CCCC1)c1ccc2c(c1)OCO2 (stereo not drawn)
16) Cc1ccc(Cn2nnnc2CN2CCC(NC(=O)C(C)(C)C)CC2)cc1
17) O=C(NC(=S)Nc1ccc(F)c(Cl)c1)C1CC1
18) CC(=O)c1cc(OC(=O)N2CCOCC2)ccc1OC(=O)N1CCOCC1
Compound	13	14	15	16	17	18
MITF TRPM1 inh	5	5	-4	5	13	2
Peg3 promoter	13	-10	10	-11	-60	4
aDG glyco up	-0.2	-0.1	-0.4	0.2	0.7	0.1
Shn3 3UTR inh	12	-14	11	15	4	-10
NR2E3 ag-1	-18	14	-10	5	-10	-11
NR2E3 ag-2	0	0	0	-2	2	0
KKLEB tox	6	-4	2	6	15	-24
hiPSC survival	-0.8	-0.4	-0.5	-1.2	2.4	0.0
HIF-2a inh	11	-31	10	10	-71	19
TWEAK Fn14 block	-18	-4	-2	19	10	3
CF NFkB block	7	-2	11	2	3	6

19) CCCCN1C(=O)C(O)(c2ccccc2)c2cc(Br)ccc21 (stereo not drawn)
20) CCc1nc2c(OCc3ccc(Cl)cc3)cccn2c1N(C)C(=O)c1ccc(C)cc1
21) Cc1ccc(NS(=O)(=O)c2ccc(CCC(=O)NCCO)cc2)cc1
22) COc1ccc(/C=C\C(=O)CC(O)(c2ccccc2)C(F)(F)F)cc1 (stereo not drawn)
23) CC1CN(c2nc3c(c(=O)[nH]c(=O)n3C)n2Cc2ccccc2F)CC(C)O1 (stereo not drawn)
24) Cc1ccc(C)c(NC(=O)CSc2sc3c(O)cc(=O)[nH]c3c2C#N)c1
Compound	19	20	21	22	23	24
MITF TRPM1 inh	-6	.	2	7	2	10
Peg3 promoter	26	12	0	45	0	5
aDG glyco up	0.0	0.2	-0.3	0.2	-0.1	-0.1
Shn3 3UTR inh	-39	-4	-7	-13	10	-5
NR2E3 ag-1	-9	16	5	-11	-6	-13
NR2E3 ag-2	-3	.	2	1	-1	1
KKLEB tox	-14	-23	2	-5	-3	0
hiPSC survival	-0.6	3.4	1.9	-2.6	0.0	-0.1
HIF-2a inh	8	-7	13	23	-6	14
TWEAK Fn14 block	22	2	1	36	-15	23
CF NFkB block	12	15	-4	23	3	-3

25) O=C(NCC(=O)N(c1ccccc1F)C(C(=O)NCC1CCCO1)c1ccccc1)c1ccco1 (stereo not drawn)
26) COc1cccc(NC(=S)N2CCn3c(nc4ccccc43)C2)c1
27) NS(=O)(=O)c1cccc(Nc2nc3ccccc3nc2NS(=O)(=O)c2ccc(Cl)cc2)c1
28) COC(=O)c1[nH]c2ccccc2c1Sc1ccccc1
29) CC1C/C(=N/N=C2/NC(=O)CS2)CC(C)(C)C1 (stereo not drawn)
30) Cc1cccc(N2CCN(Cc3oc(CO)cc(=O)c3O)CC2)c1C
Compound	25	26	27	28	29	30
MITF TRPM1 inh	7	0	-5	14	6	-9
Peg3 promoter	4	10	18	36	-10	15
aDG glyco up	-0.2	0.7	-0.2	-0.1	0.7	0.0
Shn3 3UTR inh	1	8	7	7	6	-4
NR2E3 ag-1	-9	-19	-1	-12	-52	-18
NR2E3 ag-2	-3	1	.	.	3	3
KKLEB tox	-11	-16	1	-10	-4	-14
hiPSC survival	-1.4	3.9	-0.9	-0.3	-0.3	0.8
HIF-2a inh	18	-1	-20	8	21	26
TWEAK Fn14 block	22	0	9	-2	3	10
CF NFkB block	-4	20	9	-12	-2	9

Looked up above.
Value of no. 28 under KKLEB tox: -10
Value of no. 30 under NR2E3 ag-2: 3

(cont.)
31) COc1ccc(CNC(=O)COC(=O)c2cc(S(=O)(=O)N3CCOCC3)ccc2O)cc1OC
32) CN1C(=S)SC(/[N+]([O-])=C/c2ccc(Cl)cc2)C1(C)C (stereo not drawn)
33) CCOc1cc(/C=C/C(=O)c2ccc3c(c2)OCCO3)ccc1OCC(=O)N(C)C
34) COC(=O)c1sc(C(F)(F)F)c(-c2ccccc2)c1S(=O)(=O)NC(C)(C)C
35) CC(OC(=O)Cn1cnc2c1c(=O)n(C)c(=O)n2C)C(=O)N(C)c1ccccc1 (stereo not drawn)
36) CC12CCC(=O)N1C(C(=O)OCC(=O)Nc1cccc(S(=O)(=O)N3CCCCCC3)c1)CS2 (stereo not drawn)
Compound	31	32	33	34	35	36
MITF TRPM1 inh	3	20	.	-5	11	1
Peg3 promoter	18	22	63*	8	14	14
aDG glyco up	-0.1	-0.2	0.2	0.1	-0.2	-0.3
Shn3 3UTR inh	-16	-1	-7	-5	18	-23
NR2E3 ag-1	0	-10	7	8	-2	-20
NR2E3 ag-2	.	-3	0	0	-4	-1
KKLEB tox	0	2	-16	2	0	-2
hiPSC survival	0.0	-0.5	0.6	-0.2	0.3	0.8
HIF-2a inh	12	4	32	14	12	6
TWEAK Fn14 block	13	-1	42	4	1	-1
CF NFkB block	-8	-8	15	7	1	-9

37) COCCn1c(SCC(=O)Nc2sc(C)c(C)c2C#N)nnc1-c1ccc(OC)cc1
38) COc1ccc(/C=N/N=C2/NC(=O)C(CC(=O)NC(C)C)S2)cc1 (stereo not drawn)
39) CCCCC(=O)N1C(C)CCC1C (stereo not drawn)
40) COc1ccccc1NC(=O)C1=C(C)Nc2nc(-c3cccs3)nn2C1c1cccnc1 (stereo not drawn)
41) COc1cccc(-c2cc(C(F)(F)F)c(C#N)c(=O)[nH]2)c1
42) CC1=C(C(N)=O)C(c2ccccc2[N+](=O)[O-])n2ncnc2N1 (stereo not drawn)
Compound	37	38	39	40	41	42
MITF TRPM1 inh	5	0	.	3	-2	17
Peg3 promoter	26	-7	-5	8	-8	-19
aDG glyco up	-0.3	-0.1	-0.1	-0.3	-0.2	0.1
Shn3 3UTR inh	3	8	-18	-2	79	3
NR2E3 ag-1	-29	5	13	-27	-20	-8
NR2E3 ag-2	-1	5	.	-1	4	-1
KKLEB tox	13	11	2	6	-1	8
hiPSC survival	1.4	0.6	-0.1	-0.2	-0.1	0.2
HIF-2a inh	5	2	15	11	-14	-8
TWEAK Fn14 block	-6	-7	-4	-2	-3	26
CF NFkB block	-5	4	-19	-6	17	-52

43) CN(CC(=O)Nc1cccc(F)c1)C(=O)CNS(=O)(=O)c1ccc(N(C)C)c([N+](=O)[O-])c1
44) COCCOc1ccc(C(F)(F)F)cc1NC(=O)COC(=O)c1c(C)noc1C
45) CCCC(=O)OCC(=O)Nc1ccc(OC(F)F)cc1
46) O=[N+]([O-])c1ccc(O)c(/C=N/n2cnnc2)c1
47) CCCCNC(=O)/C=C1\Sc2ccccc2NC1=O
Compound	43	44	45	46	47
MITF TRPM1 inh	0	4	-6	-6	-39
Peg3 promoter	8	23	-2	3	-71
aDG glyco up	-0.2	0.0	0.1	0.0	0.4
Shn3 3UTR inh	-15	4	-20	-5	-18
NR2E3 ag-1	-6	11	4	11	-27
NR2E3 ag-2	-1	2	-4	-2	0
KKLEB tox	5	-4	12	16	-4
hiPSC survival	-0.4	0.2	4.6	-0.4	-1.8
HIF-2a inh	3	8	8	5	-107
TWEAK Fn14 block	16	-2	-28	5	-42
CF NFkB block	-5	-16	15	7	0

Not a hit list; 4.4% or so of the library scored in one or more.
